Screening data (PubChem)
APJ ag: agonists of human APJ apelin receptor; activation, % at 20 µM; 330,000 compounds, 0.11% hits; CHO-K1 APJ PathHunter beta-arrestin, luminescence; 0% DMSO wells, 100% apelin; P35414; AID 2520;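 active = activation more than six SD over the plate average, tested at 20 µM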;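 also: 0% = DMSO alone and 100% = apelin-13 at 10 nM; some results filed as inactive read as strong as hits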
Target sequence (P35414 whole entry, looked up): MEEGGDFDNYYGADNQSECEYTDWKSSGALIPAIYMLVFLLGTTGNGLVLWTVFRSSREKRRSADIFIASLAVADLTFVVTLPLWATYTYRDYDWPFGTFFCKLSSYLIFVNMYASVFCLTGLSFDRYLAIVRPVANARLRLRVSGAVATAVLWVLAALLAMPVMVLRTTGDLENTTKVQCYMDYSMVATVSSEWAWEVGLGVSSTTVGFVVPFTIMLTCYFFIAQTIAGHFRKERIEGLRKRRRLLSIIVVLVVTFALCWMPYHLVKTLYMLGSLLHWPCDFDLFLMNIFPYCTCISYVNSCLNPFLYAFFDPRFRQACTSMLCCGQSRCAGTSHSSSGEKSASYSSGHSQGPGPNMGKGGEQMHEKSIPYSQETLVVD
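Test system – PathHunter CHO-K1 APJ (AGTRL-1) beta-arrestin reporter cells · Input – 1000 cells/well · Compound – single test compound dose, 20 µM final, 1% DMSO · Times – compound stimulation 90 min at 25 °C, detection 60 min · Technique – beta-gal luminescence · Read-out basis – APJ–arrestin association signal · Control set – negative DMSO alone, positive Apelin-13 at 10 nM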
NLRP3 yeast inh: blocks the NALP3 inflammasome reconstituted in yeast | inhibition, % at 10 µM | 330,000 compounds, 0.39% hits | Yeast reconstituted NLRP3/ASC/caspase-1, beta-gal luminescence, 24 h;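 active = inhibition of 50% or more; inactive = inhibition below 50%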;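 also: plate controls were induced DMSO wells for no effect and uninduced yeast grown without galactose for full effect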
tim10-1 inh: growth inhibitors of tim10-1 mutant yeast. S. cerevisiae tim10-1 ts strain growth, BacTiter-Glo, 24 h. inhibition, % at 20 µM. 330,000 compounds, 2.2% hits. AID 463190;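 active = inhibition of at least 40%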;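 also: mutant grown at 25 °C; 0% = DMSO wells with yeast and 100% = wells holding no yeast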
GRIN3A LBD mod: NR3A (human) ligand-binding domain modulation. NR3A LBD differential scanning fluorimetry, Tm shift; 0% = protein alone, 100% = glycine-bound protein. Tm shift relative to glycine control, % at 25 µM. 340,000 compounds, 2.5% hits;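 active = melting temperature shift of at least 10% of the positive control shift, at one fixed dose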
UPR XBP1 act: adaptive UPR (XBP1) activation; activation, % at 20 µM; 330,000 compounds, 0.33% hits; CHO-XBP1 luciferase reporter, IRE1-XBP1 UPR activation, luminescence; percent of tunicamycin response, DMSO as zero;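 active = versus positive control, 20 µM dose yields 30% or more activation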;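 also: 100% = tunicamycin at 10 µg/mL and 0% = DMSO only wells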
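Signal: luciferase luminescence; Assay system: CHO-XBP1 luciferase reporter cells; Amount: one thousand reporter cells per well; Dosing: 20 µM single concentration, DMSO 1%; Benchmarks: high control tunicamycin 10 µg/mL final, low control DMSO vehicle only; Schedule: 6 h compound exposure at 37 °C, 5% CO2; Evaluation: percent activation relative to tunicamycin reference.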
Mdm2-MdmX inh: disrupts the human Mdm2-MdmX interaction; O15151+Q00987; SaOS-2 split-luciferase Mdm2/MdmX complementation, luminescence; inhibition, % at 8 µM; 330,000 compounds, 3% hits; AID 485346;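 active = inhibition of at least 50% at 8 µM in the primary screen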
CHOP UPR activ: apoptotic UPR (CHOP) activation. CHO-CHOP luciferase reporter, luminescence; percent of tunicamycin response over DMSO baseline. 330,000 compounds, 0.34% hits. activation, % at 10 µM;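 active = at 10 µM dose, activation of 40% or more, normalized to positive control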;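 also: 100% = tunicamycin at 10 µg/mL and 0% = DMSO alone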
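System: CHO-CHOP luciferase reporter cell line | Buffer or medium: F12 medium containing 10% fetal bovine serum | Doses: One dose, 10 µM in 0.5% DMSO | Times: 6 h compound exposure at 37 °C after overnight seeding | Signal: Luciferase luminescence | Read-out: % activation vs tunicamycin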
tim23-1 inh: inhibits growth of tim23-1 mutant yeast; S. cerevisiae tim23-1 growth, BacTiter-Glo luminescence, 24 h; inhibition, % at 20 µM; 330,000 compounds, 1.3% hits;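 active = growth inhibition of the mutant yeast at or above 50%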;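 also: temperature-sensitive mutant grown at 25 °C; plate controls were DMSO-treated mutant yeast for no effect and medium wells lacking yeast for full effect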
TIM10 inh: growth inhibitors of TIM10 yeast strain; S. cerevisiae TIM10 strain growth, BacTiter-Glo luminescence, 24 h; AID 463195; inhibition, % at 10 µM; 330,000 compounds, 1.4% hits;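 active = inhibition of 40% or more at the single tested concentration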;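 also: wild-type TIM10 isogenic control strain grown at permissive 25 °C; 0% = DMSO yeast wells and 100% = minimal medium wells without yeast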
Starred values were filed as active, the others as inactive; / = no result given.

SMILES	APJ ag	NLRP3 yeast inh	tim10-1 inh	GRIN3A LBD mod	UPR XBP1 act	Mdm2-MdmX inh	CHOP UPR activ	tim23-1 inh	TIM10 inh
CC(NC(=O)C1CCC(=O)N1Cc1ccccc1Cl)c1ccccc1 (stereo not given)	-0.1	1.2	7.9	1.1	-2.5	19.8	2.8	2.6	7.2
O=C(NC1CCCCC1)c1cc(C(=O)c2ccccc2Br)c[nH]1	-2.4	10.6	2.4	0.6	4.1	29.2	0.3	-8.0	5.3
Cc1ccc(C(=O)NCC(=O)NCC(=O)OCC(=O)c2cccs2)cc1	-2.0	10.8	1.0	0.4	-1.4	4.3	2.7	7.4	0.4
CN(C)CCNc1nc(-c2ccccc2)c2c(c1C#N)CC(C)(C)OC2	-2.8	-0.4	3.5	0.3	4.0	15.8	-4.0	-2.2	-7.8
CCOc1ccc(NC(=S)N2CCC(c3ccc(C)cc3)C2)cc1 (stereo not given)	-4.6	30.3	31.2	4.9	-1.7	12.5	-0.1	63.7*	33.6
Cc1ccc2nsnc2c1S(=O)(=O)NCc1ccncc1	-0.1	11.5	-3.9	1.1	-0.9	-13.6	0.5	-1.6	-2.9
Brc1ccc(-c2cnc(-c3cccs3)o2)cc1	-4.2	16.8	30.8	8.5	2.6	-77.6	9.7	24.3	30.0
Cc1ccc2nc(N(CCN(C)C)C(=O)/C=C/c3cccs3)sc2c1	0.2	36.7	35.7	-10.9	0.0	31.9	1.7	27.4	24.5
CCn1c(/C=C/c2cc[n+](C)cc2)nc2ccccc21	-0.5	9.9	23.0	1.6	-4.6	6.9	2.1	8.2	14.7
Cc1ccc(C23CC4CC(CC(CC(=O)N5CCOCC5)(C4)C2)C3)cc1	-2.7	-1.3	33.8	-2.2	0.9	6.4	2.2	29.0	35.1
CCCC(=O)Nc1ccc2c(c1)C(=O)NC2=O	-2.4	20.4	1.6	2.4	1.6	-12.5	1.4	-4.0	5.5
CCOC(=O)C(=O)Nc1nccs1	-2.2	5.9	14.1	-0.3	-2.3	29.8	-0.6	5.7	10.5
CC1(C)CC(=O)C2=C(C1)OC(N)=C(C#N)C2c1cccc(OC(=O)c2ccco2)c1 (stereo not given)	6.8	-5.1	14.6	2.2	-2.9	-0.8	-0.3	9.4	21.8
Cc1ccc(/C=N/NC(=O)c2ccccc2OCc2ccc(F)cc2)o1	-5.7	18.8	39.6	-0.2	-2.2	26.3	-1.2	35.3	19.6
COc1ccc(CC(C(=O)Nc2ccc(OC)cc2)c2nn[nH]n2)cc1 (stereo not given)	-0.8	19.1	-5.5	2.1	-3.4	5.7	2.9	5.0	11.3
COCC(=O)NC1CC2CCCC(C1)N2Cc1ccccc1 (stereo not given)	-0.7	-3.9	9.8	1.0	-0.8	11.9	0.3	-5.3	-3.0
O=C1CS/C(=N/N=C/c2ccccc2)N1c1ccc(O)cc1	-0.9	11.5	8.4	0.5	-3.8	-9.4	1.1	-13.8	-4.4
O=S(=O)(c1ccccc1)N1CCN(Cc2cc3c(cc2Br)OCCO3)CC1	-4.2	7.1	18.2	3.2	-1.5	12.1	1.4	31.6	20.0
O=C(CCOc1cccc(Br)c1)NNC(=O)COc1ccc(F)cc1	6.7	-5.8	-3.1	1.2	-1.7	10.4	0.0	6.9	-3.7
CCOc1ccc(N2CC(=O)Nc3ccccc3NCC2=O)cc1	0.0	6.9	9.6	-3.6	1.0	11.2	0.2	12.5	3.0
Cc1ccc(C)c(N2CCN(C(=O)c3cc(S(=O)(=O)N4CCOCC4)cn3C)CC2)c1	5.6	2.3	-8.8	-1.1	1.1	-9.0	-2.4	-5.8	-2.1
Cc1cccc(N(CC(=O)NCCSCc2ccccc2)S(C)(=O)=O)c1C	-0.8	10.8	26.0	-1.8	2.0	2.8	0.1	12.4	9.1
Cc1ccnc2nc(C(=O)OCC(=O)c3c[nH]c4ccccc34)nn12	-1.9	13.8	-9.7	-0.1	1.3	-1.7	-1.1	-23.1	-32.1
COc1cc(C2C(C(C)=O)=C(O)C(=O)N2c2ccc(C)cc2)ccc1O (stereo not given)	-1.9	14.7	3.2	0.7	-4.2	-6.5	-1.0	4.2	17.9
CCCOc1ccc(/C=N/n2nnnc2N)cc1OC	-4.5	22.7	3.5	1.7	1.7	24.0	1.6	13.9	0.5

(list continues)
SMILES	APJ ag	NLRP3 yeast inh	tim10-1 inh	GRIN3A LBD mod	UPR XBP1 act	Mdm2-MdmX inh	CHOP UPR activ	tim23-1 inh	TIM10 inh
CCC(C(=O)NC1CCCC1)N(C(=O)Cn1nnc(-c2ccc(C)o2)n1)c1cccc(O)c1 (stereo not given)	-0.5	12.6	-5.5	-1.9	0.8	14.0	-1.8	22.6	-9.0
Cc1ccc(NC(=O)CSc2n[nH]c(-c3ccncc3)n2)cc1	2.2	-0.6	-0.2	-18.1	0.7	9.9	-2.2	7.6	-5.8
O=[N+]([O-])c1ccc(N2CCCCC2)cc1N1CCOCC1	0.5	19.9	18.3	-0.7	0.3	-23.9	1.9	13.6	4.0
Cc1ccccc1C(=O)N1CCC(C(=O)N2CCN(S(=O)(=O)c3ccccc3F)CC2)CC1	1.7	-2.1	9.9	-2.7	-3.4	5.8	-0.5	7.8	-4.8
CCNC(=S)NNC(=O)C1CCCCC1	-4.2	-11.5	11.7	0.0	0.3	38.8	2.1	2.7	6.8
Cn1c(N)c(C(=O)CSc2nc(N)cc(=O)[nH]2)c(=O)n(C)c1=O	-5.1	17.0	7.7	-3.7	1.3	15.6	-1.4	-8.3	-5.7
CCCCn1c(N)c(N(Cc2ccccc2OC)C(=O)COc2ccccc2C#N)c(=O)[nH]c1=O	-5.0	-4.7	1.8	-0.8	0.4	8.0	-0.1	4.1	0.5
C/C(=N/NC(=O)c1ccc(Cn2cccn2)o1)c1cccc(NC(=O)c2ccncc2)c1	3.7	-1.5	-6.3	-2.1	-7.2	19.3	-1.2	-3.5	3.0
O=C(Nc1nnc(C2COc3ccccc3O2)o1)c1ccc(F)cc1 (stereo not given)	-2.0	-1.9	13.3	-5.4	-1.5	43.0	-1.0	-33.8	-14.8
C[C@H](CO)N1C[C@H](C)[C@@H](CN(C)C(=O)Nc2ccc3c(c2)OCO3)Oc2ccc(NC(=O)C3CCCCC3)cc2C1=O	-0.9	2.6	0.4	-1.2	2.3	-7.1	0.0	12.0	-1.6
COc1ccc(CN(C(=O)Cn2nnc(-c3ccc(C)o3)n2)C(C(=O)NCC2CCCO2)c2ccco2)cc1 (stereo not given)	-3.5	-1.1	8.2	-1.3	-1.6	19.9	-1.7	4.9	19.2
Cc1noc(C)c1CSCC(=O)Nc1cc(C(F)(F)F)ccc1N1CCCCC1	3.2	25.0	25.7	3.8	0.0	20.9	-1.2	24.2	-4.9
CC(C(=O)NC1C=CS(=O)(=O)C1)N1C(=O)/C(=C/c2cccc(Cl)c2)SC1=S (stereo not given)	2.2	12.4	21.6	-0.1	-3.7	42.2	0.0	30.6	20.6
CCOCc1cc(CN2CCCC(CNC(=O)c3ccco3)C2)ccc1OC (stereo not given)	-3.6	1.3	-5.4	-1.1	-2.1	-9.6	0.3	4.7	2.5
O=C(/C=C/c1cccc(Cl)c1)NCCCN1CCOCC1	0.6	12.3	-25.2	-0.5	-3.9	13.2	0.4	-17.4	1.7
CCC(c1nnnn1C(C)(C)CC)N1CCN(c2ccccc2F)CC1 (stereo not given)	0.8	15.9	33.9	0.4	1.8	9.4	1.3	10.7	27.4
N#Cc1c2ccc([N+](=O)[O-])cc2[n+]([O-])n1-c1ccccc1	13.2*	-6.7	61.0*	/	21.1	77.3*	13.4	74.6*	65.6*
N#Cc1c(-c2ccccc2)cc(-c2ccc3c(c2)OCO3)[nH]c1=O	2.2	7.0	8.8	1.4	3.9	-27.1	1.8	5.3	0.0
COc1cccc(NC(=O)CN(C)CC(=O)Nc2cccc(C(F)(F)F)c2)c1	-2.7	16.3	23.5	-12.2	-1.8	22.7	1.4	20.7	22.9
CCN(CC)CCC(c1ccc(N(C)C)cc1)c1c(OC)cc(OC)c2c(-c3ccccc3)cc(=O)oc12 (stereo not given)	8.3	15.9	10.3	-1.4	4.2	46.0	0.2	6.3	14.6
COc1ccc(CNC(=O)CN(Cc2ccccc2)C(=O)CCC(=O)Nc2ccccn2)cc1	2.7	9.8	-2.8	-1.7	-3.6	-4.5	1.0	2.5	4.5
CC1Cc2ccccc2N1S(=O)(=O)c1cccc(C(=O)NNC(=O)c2ccccc2F)c1 (stereo not given)	-4.4	20.7	12.7	-5.8	-1.4	22.5	0.5	23.2	-8.9
O=C(CC1CS(=O)(=O)CC1CC(=O)Nc1ccc2c(c1)OCCO2)Nc1ccc2c(c1)OCCO2 (stereo not given)	-1.8	13.6	-5.2	-4.0	-12.0	63.2*	-6.6	7.9	-1.3
CCOC(=O)C1CCN(S(=O)(=O)c2ccc(OC)c(Cl)c2)CC1	4.0	28.4	24.0	1.2	-1.7	-23.9	1.3	14.5	-1.9
CCOc1ccc(N=C(NC#N)SC)cc1	-1.6	0.8	16.2	1.3	-1.7	33.5	-0.9	18.1	0.5

Entries of single compounds, looked up by structure. Order of screens: APJ ag | NLRP3 yeast inh | tim10-1 inh | GRIN3A LBD mod | UPR XBP1 act | Mdm2-MdmX inh | CHOP UPR activ | tim23-1 inh | TIM10 inh
CC1Cc2ccccc2N1S(=O)(=O)c1cccc(C(=O)NNC(=O)c2ccccc2F)c1 (stereo not given) is listed as -4.4 | 20.7 | 12.7 | -5.8 | -1.4 | 22.5 | 0.5 | 23.2 | -8.9
CCOCc1cc(CN2CCCC(CNC(=O)c3ccco3)C2)ccc1OC (stereo not given) is listed as -3.6 | 1.3 | -5.4 | -1.1 | -2.1 | -9.6 | 0.3 | 4.7 | 2.5
CCNC(=S)NNC(=O)C1CCCCC1 is listed as -4.2 | -11.5 | 11.7 | 0.0 | 0.3 | 38.8 | 2.1 | 2.7 | 6.8

The listing continues.
SMILES	APJ ag	NLRP3 yeast inh	tim10-1 inh	GRIN3A LBD mod	UPR XBP1 act	Mdm2-MdmX inh	CHOP UPR activ	tim23-1 inh	TIM10 inh
COc1ccc(NC(=O)C(=O)NCCN2CCN(C(=O)c3ccc(C(C)(C)C)cc3)CC2)cc1	-2.8	15.4	-15.2	1.7	-4.9	27.9	2.4	-9.2	0.7
CC(=O)Nc1nc(SCC(=O)Nc2nnc(C)s2)[nH]c(=O)c1NC(=O)c1cccs1	1.5	3.3	-15.8	0.5	1.7	-4.0	0.4	8.4	1.4
Cc1ccccc1S(=O)(=O)Cc1ccc(C(=O)NCCCN(C)Cc2ccccc2)o1	-1.6	7.9	-5.7	1.7	-1.2	9.4	2.5	-3.7	-3.2
CN(CC(=O)NCCc1ccc(S(N)(=O)=O)cc1)CC(=O)Nc1ccccc1Cl	-4.5	2.2	1.4	2.5	-1.0	19.7	-0.8	1.6	-1.1
O=C(OCc1ccccc1F)c1cc([N+](=O)[O-])ccc1N1CCOCC1	2.8	21.6	7.0	0.8	1.4	-3.1	1.4	9.8	-4.1
CC(=O)c1c(-c2ccc(C)cc2)nc2c3ccccc3ccn12	-3.4	24.2	-5.1	1.1	0.5	13.2	-1.2	21.0	3.8
